Compound activity as filed in PubChem.
Cycloheximide cs – Cycloheximide Counterscreen for Small Molecule Inhibitors of Shiga Toxin; cell reporter, cycloheximide protein synthesis inhibition counterscreen; max response, %; 12% of 300,000 active; in the data active means max response mostly above about 13%, no sharp cut-off; inactive means mostly below about 14%; further: read at 38.3 µM for the half of the compounds with a filed dose; 0% is about no effect
LmPK inh – qHTS Assay for Inhibitors of Leishmania Mexicana Pyruvate Kinase (LmPK); Q27686; purified LmPK, Kinase-Glo ATP luminescence, 1 h; Potency, µM (doses to about 57.5 µM), inactives show at the top dose activity change, negative = inhibition, hits mostly inhibitors; 0.37% of 290,000 active; AID 1721, 2009; further: potency means the concentration at half of the fitted maximal effect; on the % scale 0 is the no-effect control and ±100 the full control effect
Target sequence (Q27686 whole entry, looked up): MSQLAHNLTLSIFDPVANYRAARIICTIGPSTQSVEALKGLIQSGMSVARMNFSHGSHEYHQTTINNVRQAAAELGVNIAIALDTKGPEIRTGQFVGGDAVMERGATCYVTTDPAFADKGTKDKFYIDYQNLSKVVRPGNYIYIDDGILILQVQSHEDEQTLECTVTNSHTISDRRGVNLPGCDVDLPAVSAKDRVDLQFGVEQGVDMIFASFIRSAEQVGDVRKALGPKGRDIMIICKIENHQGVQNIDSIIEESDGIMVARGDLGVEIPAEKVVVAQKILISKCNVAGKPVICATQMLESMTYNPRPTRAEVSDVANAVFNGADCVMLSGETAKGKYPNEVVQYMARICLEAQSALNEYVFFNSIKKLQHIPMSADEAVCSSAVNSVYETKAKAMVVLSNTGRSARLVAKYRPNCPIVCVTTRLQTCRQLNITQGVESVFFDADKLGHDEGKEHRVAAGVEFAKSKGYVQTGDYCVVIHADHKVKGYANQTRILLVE
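Pyruvate kinase activity monitored as ATP production (luciferase luminescence). Conditions: 0.1 nM enzyme, 0.5 mM PEP, 0.1 mM ADP, 1 h, RT; normalized against uninhibited and no-enzyme wells.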
Pf growth 48h – Primary qHTS for delayed death inhibitors of the malarial parasite plastid, 48 hour incubation; P. falciparum luciferase growth in erythrocytes, 48 h; Potency, µM (top dose mostly 28.7 µM), for inactives: at the highest dose activity change, negative = inhibition, hits mostly inhibitors; 5.9% of 310,000 active; further: potency means the concentration at half of the fitted maximal effect; on the % scale 0 is the no-effect control and ±100 the full control effect
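Cell-based growth assay: transgenic P. falciparum expressing firefly luciferase, cultured in red cells within RPMI 1640 containing 0.5% w/v Albumax, 24 mM bicarbonate and gentamycin. A drop in luciferase activity indicates inhibition.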
Pf growth 96h – Primary qHTS for delayed death inhibitors of the malarial parasite plastid, 96 hour incubation | P. falciparum luciferase reporter growth, 96 h | Potency, µM (titrated, usually from 28.7 µM), without a hit: at the highest dose activity change, negative = inhibition, hits mostly inhibitors | 6.9% of 320,000 active | AID 504834, 2011; further: potency means the concentration at half of the fitted maximal effect; on the % scale 0 is the no-effect control and ±100 the full control effect
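Erythrocytes infected with luciferase-expressing P. falciparum were dispensed at 2% hematocrit and 0.05% parasitemia (final), then incubated with compounds 96 hours at 37 C in 5% CO2. Luminescence after detection reagent addition reported growth.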
AMA1-RON2 inh – qHTS for Inhibitors of AMA1-RON; Towards Development of Antimalarial Drug Lead: Primary Screen | Plasmodium falciparum AMA1 (3D7) - RON2 peptide interaction | AID 720542, 2013 | 0.2% of 360,000 active | Potency, µM (doses to about 58.2 µM), without a hit: at the highest dose activity change, negative = inhibition, hits mostly inhibitors | AlphaScreen AMA1-biotinylated RON2 peptide binding;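 further: potency means the concentration at half of the fitted maximal effect; 0% = vehicle wells and -100% = peptide control; nearly all actives have a fitted effect of over 45% in size; some results filed as inactive show a strong effect at the top dose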
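AMA1 (3D7) with his tag at 25 nM final met compounds first, then biotinylated RON2 peptide at 25 nM; detection used donor plus acceptor beads, 10 µg/mL apiece, read by AlphaScreen after 30 min at room temperature.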
Tb PYK inh – qHTS of Trypanosoma Brucei Inhibitors; 0.12% of 410,000 active; Potency, µM (series often up to 76.8 µM), for inactives: at the highest dose activity, negative = inhibition, usual class: inhibitors; TbPYK enzyme, Kinase-Glo Plus ATP luminescence, 45 min; pyruvate kinase (Trypanosoma brucei), Q57TT1; further: potency means the concentration at half of the fitted maximal effect; on the % scale 0 is the no-effect control and ±100 the full control effect; nearly all actives have a fitted effect of over 50% in size
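Luminescent Kinase-Glo Plus end-point after 45 min room-temperature reaction of T. brucei pyruvate kinase started with 130 uM ADP (final). Buffer TEA 50 mM pH 7.2 with KCl, MgCl2, BSA, Tween-20; titration-based qHTS with fitted concentration-effect curves.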
Shiga toxin inh – A qHTS for Small Molecule Inhibitors of Shiga Toxin | 9.2% of 290,000 active | AID 2315, 2010 | inhibition, % at 38.7 µM | Vero cells, Shiga toxin protein synthesis inhibition reporter; in the data active means inhibition mostly above about 28%, no sharp cut-off; inactive means mostly below about 43%; further: 0% is about no effect
The depositor's hits bear a star; ? = inconclusive; . = no result given; [ ] = remark or other dose. Unless noted, the call rests on the fitted dose curve; in most records, active means well fitted curve in the direction sought with a large enough effect; inconclusive means small, poorly fitted or top-dose-only effect, or another doubt; inactive means no such curve, though single readings can be large; an effect the other way counts as inactive or inconclusive.

SMILES	Cycloheximide cs	LmPK inh	Pf growth 48h	Pf growth 96h	AMA1-RON2 inh	Tb PYK inh	Shiga toxin inh
Nc1nc(N)nc(-c2ccccn2)n1	1.1	2.0%	-29.1%	?	?	5.5%	-7.5
Cc1ccc2cc(CN(Cc3cccs3)Cc3nnnn3CC3CCCO3)c(=O)[nH]c2c1 (centres undefined)	-2.7	-2.3%	?	12.3%	-2.7%	-11.4%	19.8
COC(=O)CN(C#N)c1nc(N(C)C)nc(N(C)C)n1	-3.1	1.3%	-6.7%	4.15µM*	10.2%	-0.1%	-6.4
O=S(=O)(NC1CCN(S(=O)(=O)c2c(F)cccc2F)CC1)c1ccc2c(c1)OCCO2	6.6	.	.	.	.	0.4%	-12.6
Cc1cc(CN(C)C(=O)CC2C(=O)NCCN2CC(c2ccccc2)c2ccccc2)on1 (centres undefined)	-1.0	-2.1%	-10.1%	22.0%	-6.7%	-0.1%	6.6
CCCCCCSc1nsc(NC(=O)CC(C)C)n1	26.7*	-0.8%	22.7%	?	11.8%	-0.9%	36.5*
COc1ccc(-n2nc(C(=O)NCC(=O)NCC3COc4ccccc4O3)c3ccccc3c2=O)cc1OC (centres undefined)	-2.9	1.9%	?	?	-2.1%	-5.0%	-2.3
COc1ccc(C(=O)Nc2ncc3c(n2)CC(C)CC3=O)cc1 (centres undefined)	19.1*	-6.2%	2.9%	-14.3%	23.8%	-1.8%	24.1
O=C(c1ccco1)N1CCN(C2c3ccccc3-c3ccccc32)CC1	-1.1	1.8%	-13.9%	?	-19.3%	1.4%	8.6
O=C1NC(=O)C2(CCC(C(=O)O)C2)N1 (centres undefined)	-3.5	2.8%	-10.5%	56.3%[activator]	2.9%	-2.1%	7.2
Nc1nnc(CC(=O)N/N=C/c2ccccc2OCc2ccccc2F)s1	-2.0	3.9%	-9.3%	-6.7%	-3.4%	7.1%	-2.2
O=C(NCC1CCCO1)c1cc(S(=O)(=O)N2CCOCC2)ccc1Cl (centres undefined)	-1.7	0.3%	8.5%	39.7%[activator]	-4.7%	-3.0%	-5.8
COC(=O)CCN1CCC(C(N)=O)CC1	-0.1	0.2%	0.1%	2.6%	3.2%	-1.9%	-17.6
CSc1nc(Cc2ccccc2)nc2ccccc12	-2.0	1.6%	14.4%	104.3%[activator]	18.3%	0.7%	-5.7
CC(NC(=O)CN1C(=O)NC2(CCCCCC2)C1=O)c1ccccc1Cl (centres undefined)	.	.	0.3%	-27.3%	-5.8%	0.6%	.

Retrieved by structure from the entries so far:
SMILES	Cycloheximide cs	LmPK inh	Pf growth 48h	Pf growth 96h	AMA1-RON2 inh	Tb PYK inh	Shiga toxin inh
Cc1ccc2cc(CN(Cc3cccs3)Cc3nnnn3CC3CCCO3)c(=O)[nH]c2c1 (centres undefined)	-2.7	-2.3%	?	12.3%	-2.7%	-11.4%	19.8
COc1ccc(-n2nc(C(=O)NCC(=O)NCC3COc4ccccc4O3)c3ccccc3c2=O)cc1OC (centres undefined)	-2.9	1.9%	?	?	-2.1%	-5.0%	-2.3

Carrying on.
SMILES	Cycloheximide cs	LmPK inh	Pf growth 48h	Pf growth 96h	AMA1-RON2 inh	Tb PYK inh	Shiga toxin inh
Cc1cc(C(=O)COC(=O)c2ccc([N+](=O)[O-])o2)c(C)n1CC1CCCO1 (centres undefined)	49.4*	-0.2%	47.2%[activator]	2.1%	-9.1%	-6.1%	123.0*
COc1ccccc1CNC(=O)c1c(O)c2cc(OC)c(OC)cc2[nH]c1=O	-11.7	-4.1%	-2.9%	?	-0.6%	-2.4%	-5.9
COc1cc(O)cc2occ(-c3ccc(O)cc3)c(=O)c12	13.1*	-9.5%	107.3%[activator]	?	-15.5%	-10.1%	11.8
O=C(Cc1ccccc1Cl)Nc1cccc(S(=O)(=O)N2CCCCCC2)c1	.	.	?	?	-2.1%	12.7%	.
Cc1cc(-c2ccccc2)c(C#N)c(=S)[nH]1	0.2	9.8%	5.8%	57.3%[activator]	76.2%[activator]	?	-12.6
COc1cc(S(=O)(=O)N2CCCN(C)CC2)ccc1NC(C)=O	-3.4	0.2%	0.9%	22.5%	-27.8%	-14.6%	15.4
Cc1ccc(C(=O)Nc2ccc3c(c2)ncn3C)cc1	25.8*	-7.6%	237.6%[activator]	2.8%	1.5%	1.2%	112.1*
CCN(C(=O)COC(=O)c1ccc(N2C(=O)c3ccccc3C2=O)cc1)C1CCS(=O)(=O)C1 (centres undefined)	-1.0	-3.9%	12.5%	8.1%	4.5%	24.6%	-8.3
CCOc1ccc(S(=O)(=O)NCCC(=O)Nc2ccncc2)cc1	.	.	-16.9%	14.5%	3.5%	-4.2%	.
CC(=O)c1cccc(NC(=O)NCCS(C)=O)c1 (centres undefined)	-3.9	-0.3%	11.0%	17.2%	6.7%	2.3%	-9.8
COc1cc(NC(=O)c2ccc(-c3csc(C)n3)cc2)c(OC)cc1Cl	-4.0	3.4%	0.0%	4.15µM*	-1.1%	-1.0%	-19.7
COc1ccc(C(=O)NC(=S)Nc2nc(-c3ccc(OC)c(Br)c3)cs2)cc1Br	4.5	-9.3%	?	?	-1.8%	0.3%	4.8
CNC(=S)Nc1sc2c(c1C(=O)OC)CCC2	-5.1	-4.2%	?	?	111.1%[activator]	-17.3%	-18.8
CCNc1nc(SC(C)C(=O)Nc2ccccc2)nc(N(C)C)n1 (centres undefined)	2.7	0.9%	-20.2%	-10.4%	-9.2%	-1.4%	-13.8
O=C(NC1(C(F)(F)F)NC(=O)N(Cc2cccnc2)C1=O)c1cccs1 (centres undefined)	6.3	1.4%	-9.6%	.	-2.0%	-1.4%	-9.4
CC(=O)Nc1ccc(OCC(O)CN2CCN(Cc3ccccc3)CC2)cc1 (centres undefined)	-1.0	2.9%	13.8%	-25.6%	-6.3%	4.4%	-3.5
O=C(NC(=S)N1CCCCC1CO)C12CC3CC(CC(C3)C1)C2 (centres undefined)	-1.2	7.6%	?	-19.5%	29.8%	-7.6%	-2.7
COc1ccc(-c2nnc(-c3ccc(N(C)C)cc3)o2)cc1	7.6	3.2%	16.4%	.	12.5%	-2.9%	29.5
Cc1ccc(S(=O)(=O)N[C@H](C(=O)OCn2nnc3ccccc3c2=O)C(C)C)cc1	-2.0	5.0%	.	-4.0%	2.0%	3.0%	-17.1
Cc1c(CNCCc2ccc(Cl)cc2)c(C(=O)O)c(C)n1Cc1ccccc1	-1.4	1.5%	-15.7%	-27.2%	-5.1%	1.5%	-5.9
COC(=O)c1sccc1NC(=O)c1ccncc1	-2.4	2.3%	13.4%	.	2.0%	-0.9%	-3.1
Cc1ccc2c(CC(=O)N3CCN(S(=O)(=O)c4ccccc4)CC3)coc2c1	.	.	?	20.2%	-5.6%	-1.0%	.
COc1ccccc1CNC(=O)C(NC(=O)c1ccccc1C)C(C)C (centres undefined)	-2.2	0.1%	-17.3%	5.8%	12.3%	3.6%	0.5
COc1ccc(OC)c(NC(=O)C2CC2c2ccccc2)c1 (centres undefined)	5.2	5.8%	?	65.6%[activator]	-9.4%	5.8%	.
COc1ccc2nc(SCC(=O)Nc3ccc4c(c3)OCCO4)[nH]c2c1	56.6*	3.2%	145.5%[activator]	?	-12.3%	-2.7%	79.8*
C=CCOc1ccc(C=Nc2ccc(OC)cc2)c(O)c1	23.4	?	6.7%	48.4%	18.1%	-4.3%	4.4
c1ccc(-c2ccc(OCCN3CCOCC3)cc2)cc1	47.6*	-3.4%	109.4%[activator]	-12.9%	-6.6%	-4.6%	86.3*
CC(O)CNC(=S)Nc1ccccc1 (centres undefined)	-3.5	5.0%	10.5%	7.4%	-17.4%	-19.2%	5.2
CCOc1ccc(S(=O)(=O)N(CC)CC(=O)NCc2ccccn2)cc1C	26.7	-2.7%	10.6%	?	5.9%	-6.7%	67.1
CC(=O)CSc1nsc(SCC(C)=O)c1C#N	20.4	2.2%	?	?	28.5%	-24.4%	16.5
O=C(c1ccccc1NS(=O)(=O)c1ccc(F)cc1)N1CCOCC1	-0.8	-9.3%	1.8%	142.7%[activator]	14.8%	-8.2%	-13.1
CCc1c(C)[nH]n(CCC#N)c1=O	-3.2	7.7%	.	-9.8%	11.3%	4.5%	-16.3
Cc1ccc(C)c(NC(=O)CN(C)C(=O)c2ccc(Cl)nc2)c1	-2.6	-0.3%	5.9%	-2.1%	0.0%	3.8%	34.5
Cc1cc(O)cc(=O)n1C	-6.5	-4.6%	?	3.3%	3.7%	-3.8%	15.4
COc1ccc(C)cc1NC(=O)CSc1nnc(CC(=O)Nc2cccc(C(F)(F)F)c2)n1C	-2.4	0.4%	-17.4%	.	1.9%	-4.0%	6.1
Cc1[nH]c2ccccc2c1C(=O)COC(=O)c1ccc2c(=O)n3c(nc2c1)CCC3	4.8	-1.9%	?	-11.3%	-2.6%	-0.8%	-8.0
Cc1cc(C(=O)N(Cc2nnc(-c3ccc(Cl)cc3)o2)C(C)C)c2ccccc2n1	.	.	11.7µM*	10.4µM*	43.0%[activator]	2.2%	.
CCCCN(CCCNC(=O)CN1C(=O)COc2ccccc21)c1ccccc1	3.3	5.3%	?	37.9%[activator]	-14.2%	1.0%	0.1
CCn1c(C(=O)NCc2cccnc2)cc2sc(Cl)cc21	0.9	7.2%	19.7%	?	-4.3%	?	-1.9
NNC(=O)Cn1c2ccccc2c2ccccc21	0.4	0.3%	32.7%[activator]	25.0%	1.1%	-21.4%	-8.9
Cn1c(N2CCOCC2)c(/C=N/OC(=O)c2ccc(F)cc2)c2ccccc21	-4.4	1.6%	1.31µM*	1.04µM*	73.6%[activator]	-0.3%	-14.8
Cc1ccc([N+](=O)[O-])cc1NC(=O)c1cccs1	0.6	1.0%	5.9%	8.4%	5.1%	2.5%	-10.8
Oc1cccc(Nc2ncnc3c2oc2ccccc23)c1	50.1*	-0.8%	77.5%[activator]	135.2%[activator]	-2.7%	-0.7%	93.2*
Cc1ccc(S(=O)(=O)N2CCC(C(=O)N(C)C3CCS(=O)(=O)C3)CC2)cc1 (centres undefined)	-5.4	2.4%	4.7%	.	-17.5%	?	-23.6
Cc1ccc(N2CC(C(=O)NC3=NCCS3)CC2=O)cc1C (centres undefined)	-0.7	1.0%	?	.	2.0%	-13.4%	2.6
Cc1ccc2c(C)c(C(=O)N(Cc3ccc(N(C)C)cc3)C3CCS(=O)(=O)C3)oc2c1 (centres undefined)	1.4	0.1%	?	?	17.8µM*	-5.6%	5.0

Entries of single compounds, quoted from the list. Order of screens: Cycloheximide cs, LmPK inh, Pf growth 48h, Pf growth 96h, AMA1-RON2 inh, Tb PYK inh, Shiga toxin inh
Cc1cc(C(=O)N(Cc2nnc(-c3ccc(Cl)cc3)o2)C(C)C)c2ccccc2n1 is listed as ., ., 11.7µM*, 10.4µM*, 43.0%[activator], 2.2%, .
CCn1c(C(=O)NCc2cccnc2)cc2sc(Cl)cc21 is listed as 0.9, 7.2%, 19.7%, ?, -4.3%, ?, -1.9
Cc1[nH]c2ccccc2c1C(=O)COC(=O)c1ccc2c(=O)n3c(nc2c1)CCC3 is listed as 4.8, -1.9%, ?, -11.3%, -2.6%, -0.8%, -8.0
